HCV inhibitor = HCV inhibition | Huh7.5.1 HCVcc-Cre infection, luciferase reporter, 44 h | Potency, µM (top dose mostly 41.8 µM), without a hit: top-dose activity change, negative = inhibition, usual class: inhibitors | 3.4% of 340,000 active; also: potency is read from the fitted curve at half-maximal effect
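Cells seeded at 1,000/well and cultured 4 h, then compounds added followed by HCVcc-Cre virus (~0.5 moi). After 44 h further culture, luciferase substrate was added, plates held 15 min at room temperature, and luminescence read for 15 sec.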
Giardia FBPA inh = inhibitors of Giardia lamblia fructose-1,6-bisphosphate aldolase; A8B2U2; purified Giardia FBPA; Potency, µM (doses to about 59.6 µM), for the others: top-dose activity, negative = inhibition, hits mostly inhibitors; 0.71% of 290,000 active; AID 2451; also: potency is read from the fitted curve at half-maximal effect; nearly all actives have a fitted effect of over 55% in size
Target sequence (A8B2U2 whole entry, looked up): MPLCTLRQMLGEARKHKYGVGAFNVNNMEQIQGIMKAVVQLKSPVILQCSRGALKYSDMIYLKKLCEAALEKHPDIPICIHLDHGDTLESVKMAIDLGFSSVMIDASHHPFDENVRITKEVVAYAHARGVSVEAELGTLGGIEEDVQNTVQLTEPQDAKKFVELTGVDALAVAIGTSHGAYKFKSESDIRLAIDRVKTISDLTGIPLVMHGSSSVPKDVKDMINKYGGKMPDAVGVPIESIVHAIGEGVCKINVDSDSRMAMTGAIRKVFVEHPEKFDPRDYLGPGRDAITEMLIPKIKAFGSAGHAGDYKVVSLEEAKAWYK
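40 nM FBPA preincubated 10 min at RT with compound (up to 57.5 uM final), then substrate plus GAPDH/TPI/NAD/arsenate coupling and diaphorase/resazurin added. Fluorescence read after 20 min at RT, 525/598 nm.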
Sm TGR inh = blocks Schistosoma mansoni thioredoxin glutathione reductase. AID 485364. Q962Y6. Potency, µM (titrated, usually from 114 µM), for inactives: top-dose activity change, negative = inhibition, actives largely listed as inhibitors. purified TGR, DTNB reduction, TNB absorbance 405 nm. 3% of 360,000 active; also: potency is read from the fitted curve at half-maximal effect; nearly all actives have a fitted effect of over 60% in size
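TGR 20 nM + NADPH 100 uM (dispensed conc.), cpd preinc 15 min RT; start with NADPH (500 uM addition) then DTNB (15 mM addition). Kinetic TNB absorbance, 405 nm filter. Four-parameter Hill fit across titration.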
HCMV antiviral = human cytomegalovirus inhibition; 4.5% of 410,000 active; activity change, negative = inhibition, % at 57.5 µM; HFF cells, HCMV-luciferase reporter, 72 h; stronger effect = lower value; AID 1259415; in the data active = activity change below about -60%; inconclusive = no clear call, values can overlap the other calls; inactive = above about -39%
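After 16 h attachment at 37C, HFF cells received test compound and HCMV-luciferase (1 PFU/cell); reporter luminescence read 72 h later, data normalized against buffer-only and known inhibitor Salinomycin.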
AmpC no deterg = blocks E. coli AmpC beta-lactamase in detergent-free assay. P00811. AmpC nitrocefin hydrolysis, absorbance 480 nm, 0.0001% Triton. Potency, µM (highest dose often 57.1 µM), for the others: at the highest dose activity change, negative = inhibition, usual class: inhibitors. 0.52% of 330,000 active;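 also: potency is read from the fitted curve at half-maximal effect; plate controls were no compound for no effect and no enzyme for full effect; nearly all actives have a fitted effect of over 20% in size; some results filed as inactive show a strong effect at the top dose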
Target sequence (P00811 whole entry, looked up): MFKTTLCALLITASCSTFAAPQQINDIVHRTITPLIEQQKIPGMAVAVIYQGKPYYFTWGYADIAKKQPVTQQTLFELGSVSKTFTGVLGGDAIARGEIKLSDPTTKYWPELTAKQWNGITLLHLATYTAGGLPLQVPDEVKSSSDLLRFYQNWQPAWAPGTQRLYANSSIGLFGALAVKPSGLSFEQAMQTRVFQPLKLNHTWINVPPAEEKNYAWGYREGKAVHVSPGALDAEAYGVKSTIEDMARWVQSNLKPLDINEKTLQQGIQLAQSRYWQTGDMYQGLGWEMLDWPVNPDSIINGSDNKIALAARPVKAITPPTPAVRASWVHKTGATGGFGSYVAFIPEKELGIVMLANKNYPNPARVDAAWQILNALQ
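20 mM phosphate pH 7.0 + 0.01% (detergent screen) or 0.0001% Triton X-100; 5.3 nM AmpC reagent; cpd preinc 15 min RT; nitrocefin (800 uM stock) to start; A480 q20 s × 4 min; Activity was normalised to no-enzyme and no-compound control wells.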
AmpC inh detg = inhibitors of E. coli AmpC beta-lactamase with detergent | AmpC hydrolysis of nitrocefin, absorbance 480 nm, 0.01% Triton | 0.041% of 370,000 active | AID 485294 | Potency, µM (titrated, usually from 114 µM), for the others: top-dose activity change, negative = inhibition, most hits filed as inhibitors;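 also: potency is read from the fitted curve at half-maximal effect; 0% = no-compound wells and -100% = no-enzyme wells; nearly all actives have a fitted effect of over 25% in size; some results filed as inactive show a strong effect at the top dose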
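AmpC (5.3 nM in the dispensed reagent) in 20 mM phosphate pH 7.0 with 0.01% (detergent screen) or 0.0001% Triton X-100 was preincubated with compounds for 15 min at room temperature. Nitrocefin was then added from an 800 uM solution, and hydrolysis was followed at 480 nm.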
* marks the source's active call; other numbers are inactive results; ? = inconclusive; . = no result given; & = joins results of further samples; [ ] = another dose, or the depositor's remark. Unless noted, calls follow the shape of the dose curve; as a rule, active = well fitted curve in the direction sought with a large enough effect; inconclusive = small, poorly fitted or top-dose-only effect, or another doubt; inactive = no such curve, though single readings can be large; an effect the other way counts as inactive or inconclusive. Unless noted, % is scaled to controls: 0 for no effect and ±100 for the full control effect. Compounds were not picked by outcome. Share with any hit: about 9.9%.

SMILES	HCV inhibitor	Giardia FBPA inh	Sm TGR inh	HCMV antiviral	AmpC no deterg	AmpC inh detg
Cc1cc(C)c(NC(=O)c2cn3c4c(c(N5CCN(C)CC5)c(F)cc4c2=O)OCC3C)c(C)c1 (centres undefined)	?	20%	-20%	?	38%	-16%
C=CCn1c(SCC(=O)NCc2ccc3c(c2)OCO3)nnc1C1CCCCC1	-6%	-1%	4%	-14	-2%	-14%
COc1ccc(C(=S)Nc2ccc(N(C)C)cc2)cc1	-3%	0%	-11%	214	-17%	-6%
CCOc1cc(/C=N/O)ccc1OCc1ccc(C)cc1	?	?	-9%	80	-9%	-10%
CN1CCN(c2cc3c(cc2F)c(=O)c(C(=O)O)cn3CCF)CC1	?	-1%	-1%	-14	-22%	2%
CCOc1ccc(OCCSc2nc3ccccc3c(=O)[nH]2)cc1	13%	4%	-10%	-10	-32%	-6%
CCCSC(=S)NC1CCS(=O)(=O)C1 (centres undefined)	-3%	1%	0%	?	-2%	?
Cc1ccc(Cl)c(OCC(=O)Nc2ccccc2C(=O)NC2CC2)c1	-10%	.	-23%	-100*	-9%	-5%
OCCN(CCO)c1ncnc2c1sc1nc(N3CCOCC3)c3c(c12)CCCC3	?	-6%	-2%	-5	57%	-3%
O=[N+]([O-])c1cc(S(=O)(=O)C(F)(F)F)ccc1Sc1nc2ccccc2[nH]1	?	-11%	28µM*	-103*	-49%	-1%
COCCNC(=O)Cn1ccc2cc(S(=O)(=O)N3CCCCC3)ccc21	-5%	-1%	-19%	-5	-4%	-8%
O=C(COC(=O)Cc1ccc(Cl)cc1)NCc1ccc(F)cc1	18%	.	-8%	-13	-11%	-17%
Cc1ccc(NC(=O)NNC(=O)c2cc3ccccc3cc2O)cc1C	13%	11%	-25%	-27	?	-2%
CCOc1ccccc1NC(=O)Cn1ncc2ccc([N+](=O)[O-])cc21	2%	-2%	-35%	3	-36%	-2%
C=C(C)C(O)COc1c2occc2c(OC)c2ccc(=O)oc12 (centres undefined)	-12%	.	.	0	-17%	.

Entries of single compounds as entered above. Order of values: HCV inhibitor | Giardia FBPA inh | Sm TGR inh | HCMV antiviral | AmpC no deterg | AmpC inh detg
`CCOc1cc(/C=N/O)ccc1OCc1ccc(C)cc1` as listed: ? | ? | -9% | 80 | -9% | -10%
`Cc1ccc(NC(=O)NNC(=O)c2cc3ccccc3cc2O)cc1C` as listed: 13% | 11% | -25% | -27 | ? | -2%
`O=C(COC(=O)Cc1ccc(Cl)cc1)NCc1ccc(F)cc1` as listed: 18% | . | -8% | -13 | -11% | -17%
`Cc1ccc(Cl)c(OCC(=O)Nc2ccccc2C(=O)NC2CC2)c1` as listed: -10% | . | -23% | -100* | -9% | -5%
`O=[N+]([O-])c1cc(S(=O)(=O)C(F)(F)F)ccc1Sc1nc2ccccc2[nH]1` as listed: ? | -11% | 28µM* | -103* | -49% | -1%

(cont.)
SMILES	HCV inhibitor	Giardia FBPA inh	Sm TGR inh	HCMV antiviral	AmpC no deterg	AmpC inh detg
CCN(CC)S(=O)(=O)c1cccc(-c2nnc(SCc3nnc(-c4cccs4)o3)n2N)c1	7%	27%	0%	-34	10%	-7%
C/C(=C/C(=O)N1CCc2ccccc21)C(=O)O	9%	1%	21%	102	-10%	-16%
O=C(CCc1ccccc1)Nc1ccncc1	-9%	3%	31%	55	-11%	-6%
CC(=O)Nc1ccc(NC(=S)Nc2ccc(F)cc2)cc1	1%	0%	?	-32	1%	2%
Cc1ccc(NC(=O)Cc2c[nH]c3ccccc23)cc1S(=O)(=O)N1CCCCCC1	-15%	-17%	-17%	30	-56%	-11%
Cc1ccc(S(=O)(=O)CC(=O)c2ccc([N+](=O)[O-])cc2)cc1	15%	2%	?	-8	-36%	6%
Cc1c(CNCCc2ccc(Cl)cc2)c(C(=O)O)c(C)n1Cc1ccccc1	-14%	-3%	-5%	-33	55%	1%
CCn1c(=O)c(C(=O)CN(C)Cc2cccc(OC)c2OC)c(N)n(Cc2ccccc2)c1=O	10%	16µM*	-1%	-29	2%	?
C=CCOC(=O)C1=C(C)NC(=O)NC1c1cc2c(cc1Br)OCO2 (centres undefined)	-4%	8%	-1%	-20	-7%	-3%
C[C@]12C[C@H](O)[C@@H]3c4ccc(O)cc4CCC3[C@@H]1CCC2=O (some centres undefined)	4%	2%	-4%	-26	2%	3%
CCOC(=O)c1cn2nc(-c3ccc(OCC)cc3)cc2nc1C1CCN(C(=O)OC(C)(C)C)CC1	?	4%	3%	15	-23%	?
COc1ccc(/C(C)=N/NC(=O)CNC(=O)/C=C\c2ccco2)cc1	?	2%	?	15	-41%	2%
CC12COC3(C(=O)N4CCN(c5ccccn5)CC4)CC1CCC32C (centres undefined)	2%	2%	-2%	-36	27%	-7%
O=C(Nc1ccc(F)cc1)Nc1ccccc1F	-18%	-1%	.	?	-29%	4%
COc1cc(/C=C/C(=O)N(C)c2ccccc2C(=O)O)cc(OC)c1OC	29%	7%	-13%	?	-16%	1%
S=c1nc(-c2ccco2)[nH][nH]1	8%	?	5%	-16	-19%	4%
O=C(Cn1cnc2c(NCc3ccccc3)ncnc21)NCCCc1ccccc1	?	.	.	15	-16%	.
Cc1cccc(CNC(=O)c2ccc(NC(=O)N3CCSc4ccccc43)cc2)c1	.	.	2%	8	.	14%
Cc1ccc(NCC(=O)N2CCN(S(=O)(=O)c3ccccc3)CC2)cc1F	2%	.	-3%	-22	-4%	-10%
COc1ccc(OC)c(C(c2nnnn2Cc2ccccc2)N2CCC(C(N)=O)CC2)c1 (centres undefined)	8%	-2%	-4%	9	53%	-9%
COc1cc(CC(C#N)(CO)c2nc3ccccc3[nH]2)ccc1OC(F)F (centres undefined)	0%	-1%	-4%	?	-22%	-14%
Cc1ccc2c(c1)N(CC(=O)NCC1CCCO1)C(=O)C(C(C)C)O2 (centres undefined)	12%	.	0%	-14	-4%	6%
Cc1ccccc1CN1c2ccccc2-c2nc(SCC(N)=O)ncc2S1(=O)=O	.	.	1%	-14	.	0%
Nc1ccc2c(c1)C(=O)c1ccccc1C2=O	?	.	5%	27	-20%	-3%
Cc1ccccc1CN1CCNC(=O)C1CC(=O)NCCN1CCCCC1=O (centres undefined)	.	.	?	85	16%	-4%
COc1ccc(N2CCN(CCCNS(=O)(=O)c3ccc4c(c3)oc(=O)n4C)CC2)cc1	-13%	2%	-1%	15	26%	-3%
COc1cc2c(cc1OC)CN(C(=O)C(C)(C)C)CC2	17%	-2%	4%	-10	-4%	?
Cc1cccc(NC(=O)CCC(=O)N/N=C/c2ccc(O)cc2O)c1	?	-5%	-2%	100	-28%	-13%
COc1ccc(Cl)cc1NC(=O)c1cc(-c2ccccc2)on1	10%	2%	-4%	61	-15%	-3%
O=C(CN1C(=O)CSC1=O)Nc1ccc(C(=O)O)cc1	11%	3%	-4%	-4	-6%	?
CC1(C)O[C@@H]2[C@@H](CO[C@@]3(COS(N)(=O)=O)OC(C)(C)O[C@@H]23)O1	.	4%	-1%	.	-10%	-2%
COc1cc(C2C(C(=O)Nc3ccccc3)=C(C)Nc3nc(SCC(=O)c4ccc(C)cc4)nn32)ccc1O (centres undefined)	.	.	7%	1	.	13%
CC(=O)NC(CCS(C)(=O)=O)C(=O)Nc1ccc(Oc2ccccc2)cc1 (centres undefined)	-2%	-6%	-11%	-25	0%	-7%
NC(=O)c1ccsc1NC(=O)COC(=O)c1ccccn1	9%	.	-11%	5	-17%	-15%
COC(=O)C(C)N(C#N)c1nc(C)cc(C)n1 (centres undefined)	-13%	1%	10%	14	-4%	?
Cc1cccc(C)c1NC(=O)CN(C)C(=O)C(c1ccccc1)c1ccccc1	-21%	5%	-6%	-24	15%	?
Cc1nnc(NC(=O)c2ccco2)s1	0%	-1%	-4%	36	-19%	-13%
O=C(Nc1ccc(Oc2ccc(NC(=O)Nc3ccccc3Cl)cc2)cc1)Nc1ccccc1Cl	?	2%	11%	-62*	75%[activator]	-11%
CN(C)S(=O)(=O)c1ccc(N2CCCC2)c(C(=O)NC2CCCCC2)c1	0%	.	3%	-10	-17%	-13%
Cc1ccccc1-c1nc2c(s1)CCc1onc(-c3ccc(Cl)cc3)c1-2	10%	.	2%	-4	-12%	-10%
CCOC(=O)c1ccc(N2CCN(c3ccccc3F)CC2)c(NC(=O)Nc2cccc(OC)c2)c1	?	-5%	-3%	5	-26%	?
C/C(=N\NC(=O)Cc1ccccc1)c1cccs1	-10%	4%	6%	6	-18%	3%
COc1ccc(-c2noc(-c3ccc(N4CCN(c5ccccc5OC)CC4)c([N+](=O)[O-])c3)n2)cc1	.	.	0%	2	.	1%
NC(=O)C1CCCN(C(=S)NCc2ccc3c(c2)OCO3)C1 (centres undefined)	-8%	?	7%	-5	-24%	-1%
CC(C)c1c(C(=O)N/N=C/c2cccs2)nnn1-c1nonc1N	-14%	-10%	-21%	-36	-32%	-13%
CCOC(=O)c1c(NC(=O)c2nc(S(C)(=O)=O)ncc2Cl)sc(C(C)=O)c1C	.	.	2.2µM*	-25	.	2%
O=C(COc1ccc2ccccc2c1)N/N=C/C1CC=CCC1 (centres undefined)	23%	-6%	-1%	-4	-36%	-10%
O=C(O)CCCC(=O)Nc1ccn(-c2ccccc2)n1	7%	12%	0%	7	-10%	-12%
O=C(N/N=C/c1ccncc1)c1cc(-c2ccc(Br)s2)[nH]n1	11%	-14%	4%	16	-26%	-1%
COc1cc2c(C(=O)N3CCN(c4cccc(Cl)c4)CC3)cn(C)c(=O)c2cc1OC	1%	6%	0%&19%	59&1	154%[activator]	1%&3%
CCCC1(c2ccccc2)NC(=O)N(C/C=C/Cl)C1=O (centres undefined)	12%	17%	-7%	-5	-16%	4%
FC(F)(F)c1cccc(Cc2noc(CN3CCC(c4ccncc4)CC3)n2)c1	?	-1%	1%	-80*	155%[activator]	7%
Cc1ccc2c(CN3CC=C(c4ccccc4)CC3)cc(=O)oc2c1C	4%	-17%	-18%	49	-22%	0%
CCc1nn(CC(=O)NC2CC2)c(=O)c2cc3ccccc3n12	.	.	3%	8	.	17%
COc1c(C)cc(Br)cc1C(=O)Nc1ccc(-c2nc3ncccc3o2)cc1	.	.	-4%	-19	.	21%
CCOc1ccc(C(=O)NC(=S)Nc2ccc(N3CCC(C)CC3)cc2)cc1[N+](=O)[O-]	?	-3%	-14%	41	-28%	-7%
COC(=O)CC1C(=O)NCCN1C(=O)c1ccc(S(=O)(=O)N2CCOCC2)cc1 (centres undefined)	1%	2%	-9%	5	-10%	-5%
Cc1ccc(C2=Nc3ccccc3N(CC(=O)NCc3ccc(F)cc3)C(=O)C2)cc1C	.	.	2%	1	.	22%
CC[C@@]1(C(=O)OC)N[C@H](CN(C)C(=O)Nc2ccccc2)[C@@H]2C(=O)N(C)C(=O)[C@@H]21	14%	.	.	-2	-13%	.
N#Cc1nc(COc2cccc(Cl)c2)oc1NCc1ccncc1	-22%	17%	?	-2	44%	1%
COc1cccc(-c2cc(C(F)(F)F)nc(NCCc3ccc(OC)c(OC)c3)n2)c1	.	.	12%	-14	.	10%

Source: PubChem
